Source: PubChem (several laboratories)
Cardiac RTF inh – cardiac RTF calcium desensitization; P19429+P45379; IANBD-labeled cardiac RTF, Ca2+ fluorescence; inhibition, % at 7.15 µM; 0.12% of 340,000 active; AID 493244;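 active means inhibition above the mean inhibition of all tested compounds plus 3 SD, cut at about 17% in these data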;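 further: assay run at fixed EC70 calcium of 1.6 mM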
HTR5A inv ag – HTR5A inverse agonism, opioid heterodimer counter-screen. HTR5A cell line, luminescence. inhibition, % at 9.3 µM. 0.083% of 340,000 active. AID 504634; in the data active means inhibition mostly above about 23%, no sharp cut-off; inactive means mostly below about 18%;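 further: 0% = cells with DMSO and 100% = no-cell wells with DMSO; some compounds called inactive have numbers as strong as hits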
C-LANA FP – blocks KSHV LANA C-terminal domain binding to DNA; MBP-C-LANA/FAM-LBS DNA binding, fluorescence polarization; inhibition, % at 9 µM; 0.078% of 340,000 active;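 active means highest replicate inhibition at or above 60% at 9 µM, even if other replicates fall short; inactive means all replicates below 60% inhibition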;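 further: 0% = neutral control wells and 100% = 4 µM acridine orange control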
MOR-DOR ag – OPRM1-OPRD1 heterodimerization agonism; P35372+P41143; activation, % at 9.3 µM; AID 504326; 0.3% of 340,000 active; cells, luminescence; in the data active means activation above about 18%;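 further: 0% = vehicle-treated cells and 100% = reference agonist; values of inactives mirror those of a sister screen read the other way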
Target sequence (P35372 whole entry, looked up): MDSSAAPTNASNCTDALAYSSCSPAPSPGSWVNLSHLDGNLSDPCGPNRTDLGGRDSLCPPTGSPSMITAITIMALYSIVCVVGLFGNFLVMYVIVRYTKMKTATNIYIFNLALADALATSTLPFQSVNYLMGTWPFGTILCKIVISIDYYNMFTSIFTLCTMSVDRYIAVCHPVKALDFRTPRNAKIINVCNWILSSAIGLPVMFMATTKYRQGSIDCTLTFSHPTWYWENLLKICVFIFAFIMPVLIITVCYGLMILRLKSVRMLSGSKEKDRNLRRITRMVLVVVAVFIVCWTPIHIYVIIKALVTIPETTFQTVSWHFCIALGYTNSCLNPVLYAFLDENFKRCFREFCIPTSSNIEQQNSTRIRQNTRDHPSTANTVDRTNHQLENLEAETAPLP
Target sequence (P41143 whole entry, looked up): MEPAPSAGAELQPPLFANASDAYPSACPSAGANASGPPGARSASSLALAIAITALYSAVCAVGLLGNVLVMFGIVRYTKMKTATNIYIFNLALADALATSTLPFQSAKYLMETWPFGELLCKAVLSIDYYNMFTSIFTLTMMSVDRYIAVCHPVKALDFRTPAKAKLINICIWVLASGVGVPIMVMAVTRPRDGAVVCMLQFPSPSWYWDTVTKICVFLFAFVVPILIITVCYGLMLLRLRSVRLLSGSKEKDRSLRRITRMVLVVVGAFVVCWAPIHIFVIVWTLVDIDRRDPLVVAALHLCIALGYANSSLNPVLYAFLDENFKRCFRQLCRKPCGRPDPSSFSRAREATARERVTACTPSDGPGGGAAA
CAL PDZ FP – inhibitors of human CAL PDZ peptide binding | Q9HD26 | purified CAL PDZ, TMR-peptide fluorescence polarization, 1 h | inhibition, % at 24.9 µM | 0.92% of 300,000 active;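 active means mean inhibition of at least 30% with at least half of replicates also reaching 30%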;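 further: 0% = DMSO neutral control and 100% = excess unlabeled competitor peptide PRC23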
OPRM1-OPRD1 inv – inverse agonists of human mu-delta opioid receptor heterodimerization; cell-based MOR-DOR heterodimer luminescence, inverse agonism; inhibition, % at 9.3 µM; AID 504357; 0.21% of 340,000 active; P35372+P41143; in the data active means inhibition above about 22%, passing the limit was not always enough;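 further: 0% = cells with DMSO and 100% = wells without cells with DMSO; values of inactives mirror those of a sister screen read the other way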
cardiac RTF act – cardiac RTF calcium sensitization. AID 493008. IANBD-labeled TnC RTF fluorescence at EC20 calcium; 0% EC20 calcium, 100% full calcium. activation, % at 7.2 µM. 0.24% of 340,000 active;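 active means activation above the mean over all tested compounds plus 3 SD, cut at about 30% in these data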;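 further: rise in fluorescence read as greater calcium sensitivity of cardiac thin filaments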
HTR5A ag ctr – activates human HTR5A in OPRM1-OPRD1 agonist counter-screen; HTR5A agonist assay, luminescence, cell-based; activation, % at 9.3 µM; 0.61% of 340,000 active; in the data active means activation mostly above about 9.5%, no sharp cut-off; inactive means mostly below about 7.6%;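 further: 0% = cells with vehicle only and 100% = reference agonist; strong numbers were not always called active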
V-ATPase pH – yeast V-ATPase proton transport regulation by pHLuorin | S. cerevisiae, pHLuorin cytosolic pH fluorescence | response, % at 10 µM | 0.37% of 350,000 active; in the data active means response mostly above about 7.3%, no sharp cut-off; inactive means mostly below about 5.4%; further: actives read high; inactives centre near 0; some compounds called inactive have numbers as strong as hits; reference of the scale not given here
Keap1-Nrf2 PPI – Keap1-Nrf2 (human) interaction inhibition; Q14145; Keap1 Kelch-Nrf2 peptide fluorescence polarization, 1536-well; inhibition, % at 9.4 µM; 0.15% of 340,000 active; AID 504523; in the data active means inhibition above about 12%;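 further: human Keap1 Kelch domain with fluorescein labeled Nrf2 9mer peptide probe; 0% = neutral control wells and 100% = peptide positive control; higher means more block of Keap1 binding to Nrf2 peptide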
Numbers without * were called inactive; / = not tested or not shown.

Start of the data: the first ten records as a preview:
SMILES	Cardiac RTF inh	HTR5A inv ag	C-LANA FP	MOR-DOR ag	CAL PDZ FP	OPRM1-OPRD1 inv	cardiac RTF act	HTR5A ag ctr	V-ATPase pH	Keap1-Nrf2 PPI
c1ccc2c(c1)ccc1[nH]c3c(c12)CCCC3	3	-10	0.9	3.0	-2	-15	-6	3	-1	-3
CCCn1nnnc1NCc1ccc(SC)cc1	3	-12	0.1	-1.6	/	8	-7	0	-2	-1
Cc1ccc2c(C(=O)CN3CC(C)CC(C)C3)c(C)[nH]c2c1 (stereo not drawn)	-12	-16	-0.1	-0.8	0	4	-8	4	6	-2
CSc1sc(-c2ccnc(SCCS(C)(=O)=O)n2)c(-c2ccccc2)c1C#N	-4	11	1.6	-3.5	-4	18	2	4	-1	2
COc1ccc(CNC(=O)/C=C/C(=O)O)cc1	1	-10	-1.1	-2.8	/	14	-2	-4	4	-4
CCOc1ccc(NC(=O)c2cc(C)nc3ccccc23)cc1	-8	0	-2.1	-0.2	-1	1	-5	6	3	1
CCCN1CCN(CCCNC(=S)Nc2ccc3nc(N4CCN(CC)CC4)cc(C)c3c2)CC1	-18	-25	-1.0	-1.3	8	7	2	-4	-4	1
CCC(=Cc1ccccc1O)c1ccncc1	-3	15	0.1	2.3	0	-12	-1	-4	-2	-5
C=CCOc1c(Br)cc(C2NC(=O)NC(C)=C2C(C)=O)cc1OCC (stereo not drawn)	-8	1	0.3	-1.0	-2	6	1	2	4	-2
CC(=O)Nc1ccc(C(=O)NCCCSc2ccccc2)cc1	-2	5	0.6	-1.8	/	9	-1	-2	-2	-2

The whole of this part (from the top)
SMILES	Cardiac RTF inh	HTR5A inv ag	C-LANA FP	MOR-DOR ag	CAL PDZ FP	OPRM1-OPRD1 inv	cardiac RTF act	HTR5A ag ctr	V-ATPase pH	Keap1-Nrf2 PPI
c1ccc2c(c1)ccc1[nH]c3c(c12)CCCC3	3	-10	0.9	3.0	-2	-15	-6	3	-1	-3
CCCn1nnnc1NCc1ccc(SC)cc1	3	-12	0.1	-1.6	/	8	-7	0	-2	-1
Cc1ccc2c(C(=O)CN3CC(C)CC(C)C3)c(C)[nH]c2c1 (stereo not drawn)	-12	-16	-0.1	-0.8	0	4	-8	4	6	-2
CSc1sc(-c2ccnc(SCCS(C)(=O)=O)n2)c(-c2ccccc2)c1C#N	-4	11	1.6	-3.5	-4	18	2	4	-1	2
COc1ccc(CNC(=O)/C=C/C(=O)O)cc1	1	-10	-1.1	-2.8	/	14	-2	-4	4	-4
CCOc1ccc(NC(=O)c2cc(C)nc3ccccc23)cc1	-8	0	-2.1	-0.2	-1	1	-5	6	3	1
CCCN1CCN(CCCNC(=S)Nc2ccc3nc(N4CCN(CC)CC4)cc(C)c3c2)CC1	-18	-25	-1.0	-1.3	8	7	2	-4	-4	1
CCC(=Cc1ccccc1O)c1ccncc1	-3	15	0.1	2.3	0	-12	-1	-4	-2	-5
C=CCOc1c(Br)cc(C2NC(=O)NC(C)=C2C(C)=O)cc1OCC (stereo not drawn)	-8	1	0.3	-1.0	-2	6	1	2	4	-2
CC(=O)Nc1ccc(C(=O)NCCCSc2ccccc2)cc1	-2	5	0.6	-1.8	/	9	-1	-2	-2	-2
CNCCOc1ccccc1OC(C)C	-7	-10	-0.3	-0.6	8	3	5	4	0	-4
COc1ccc(Nc2nc(N)nc(CSc3nnc(C)s3)n2)cc1	9	-9	-1.6	-2.4	-2	13	-2	-2	0	1
CSc1ccc(/C=C/C(=O)NC(=O)c2ccccc2O)cc1	-6	11	-0.6	-1.8	/	9	1	4	2	-2
CCOC(=O)c1c(O)cc(C)[nH]c1=O	-3	13	-0.1	-1.3	2	7	-1	1	1	-1
Cc1sc2nc3ccc(N4CCCC4)nn3c(=O)c2c1C	-8	-29	-1.5	2.6	/	-13	-3	10	-1	0
CCCNc1c(N)n(-c2ccccc2)c(=O)[nH]c1=O	-10	-5	1.7	-1.7	0	9	1	2	0	2
OCc1nc2ccccc2n1CCCCOc1ccccc1	-3	-11	1.4	0.9	/	-5	-2	-2	1	-7
CC(=O)c1ccc(NC(=O)C(C)N2CCN(C/C=C/c3ccccc3)CC2)cc1 (stereo not drawn)	-7	2	-0.1	-2.3	/	12	0	1	4	-2
Cc1ccc(S(=O)(=O)NCC(=O)OCc2cc(=O)oc3c(C)c(C)ccc23)cc1C	-6	-16	-2.4	-1.0	-3	4	-5	0	2	-4
COc1ccc(CN=C(C)c2c(C(F)(F)F)[nH]n(-c3nc4ccccc4s3)c2=O)cc1	6	5	0.4	-3.5	7	20	5	3	-4	0
CCOc1ccc2nc(NC(=O)c3ccc(OC)c(S(=O)(=O)N4CCOCC4)c3)sc2c1	3	-21	1.4	0.9	4	-5	3	8	4	-2
Cc1nn(CC(=O)Nc2ccc3c(c2)oc2ccccc23)c(=O)c2ccccc12	14	-2	-0.8	-1.1	0	6	-5	-4	-4	-6
C=C(C(=O)c1ccccc1)C(C)C(=C)C(=O)c1ccccc1	6	15	1.2	2.1	-3	-11	2	-4	-2	-7
CSc1c(CC(=O)Nc2ccccc2C(F)(F)F)n(Cc2ccccc2)c2ccccc12	-5	-10	-1.0	0.5	-3	-3	2	3	-1	-2
CCOC(=O)N1CCN(C(=O)CSc2nc3nc(C)cc(C)n3n2)CC1	2	6	1.2	-1.8	/	9	-9	-2	0	-7
Cc1cccc(/C=C/c2onc(C)c2S(=O)(=O)N2CCC(C(=O)NC(C)(C)C)CC2)c1	-1	10	-1.0	-0.6	/	3	-2	-3	1	3
CC1(C)Nc2ccccc2N(Cc2ccc([N+](=O)[O-])cc2)C1=O	3	-3	1.5	-2.9	1	14	-3	-1	-1	-3
NC(=O)CSC1=Nc2ccccc2C2=NC(c3ccccc3)C(=O)N12 (stereo not drawn)	9	6	0.8	-3.4	4	17	3	0	-4	-3
O=C(CCc1nnc2ccc(NCc3ccccc3Cl)nn12)NC1CCCCC1	-1	-10	0.5	-1.2	-3	6	-3	4	-2	-7
Cc1ccc(OCC(=O)Nc2ccc3c(c2)OCCO3)cc1C	3	-25	0.0	0.8	5	-4	3	7	2	-2
COc1ccc(N(CC(=O)Nc2ccc3c(c2)OCCO3)S(=O)(=O)c2c(C)nn(C)c2C)cc1	4	-3	-1.1	-0.9	/	4	-5	1	3	-1
CCCn1c(NC(=O)c2ccc(C)cc2)nc2ccccc21	-3	-16	-0.3	2.5	/	-11	-3	-1	0	-6
COc1cc(S(=O)(=O)N2CCN(c3ccccc3F)CC2)c(OC)cc1Cl	-3	-12	0.7	-1.8	-1	8	2	0	-2	0
CCOC(=O)Cc1cc(=O)n2[nH]c(-c3ccccc3)cc2n1	-2	12	-0.3	-2.3	-2	13	5	-2	1	2
Cc1ccc(S(=O)(=O)N2CCC(=O)N(CCOC(=O)Nc3cccc(Cl)c3)CC2)cc1	-2	-4	-1.2	-0.8	-4	5	0	2	-1	-3
CC1(C)Cc2c(ccc3ccccc23)/C(=C/C#N)N1	4	4	0.6	0.0	-3	0	4	-2	1	-5
O=C(CS(=O)(=O)c1ccccc1)Nc1ccccc1Br	-2	-12	-0.5	-1.9	-3	9	5	3	2	-8
Clc1ccc(-c2nnc3sc(-c4ccc(Br)o4)nn23)cc1	-16	15	107*	-1.2	-8	6	2	-6	1	4
CC(C)OCCCNC(=O)c1cn(C)c2ccc(S(=O)(=O)N(C)C3CCCCC3)cc2c1=O	1	0	1.9	-3.9	-1	20	-7	0	-1	0
O=C(Cn1cnc2c(OCc3ccccc3)ncnc21)NCCc1c[nH]c2ccccc12	-7	/	-0.4	/	6	/	-9	/	-1	-7
COc1cccc(C=CC(=O)C=CC=Cc2ccccc2)c1	2	-3	0.4	-2.5	1	12	0	1	-1	1
CCN(CC)c1nc2n(c(=S)n1)CCS2	-7	-12	0.5	-1.3	1	7	1	1	0	-11
CCc1ccc(CNC(=O)C(=O)NCCc2ccc(OC)c(OC)c2)cc1	0	26	1.7	9.0	5	-47	3	-1	1	-4
Cc1nc(CS(=O)(=O)c2ccc(Cl)cc2)sc1C(=O)O	1	-17	-2.2	-1.6	-7	8	-1	7	6	0
Cc1cc(C)n(-c2cccc(CN(C)Cc3nc(-c4cnccn4)no3)c2)n1	14	0	-0.1	-0.4	-6	2	4	0	1	-5
CC(C)C[C@@H](CN=[N+]=[N-])N1CCN(C)CCC1=O	-14	-6	2.5	4.1	0	-23	17	2	0	1
CC(C(=O)Nc1sc2c(c1C#N)CCCCC2)N1C(=O)c2ccccc2C1=O (stereo not drawn)	2	-7	-0.4	1.9	/	-10	-2	3	1	5
COC(=O)Nc1ccc(S(=O)(=O)N2CCCC(C(=O)Nc3cccc4c3OCCO4)C2)cc1 (stereo not drawn)	-4	-16	-0.9	0.7	-3	-4	5	-7	2	2
N=c1c2c3c(sc2ncn1Cc1ccccc1)CCCC3	7	-24	-0.7	0.7	-3	-3	9	6	3	-3
CCCCNc1c(-c2cccc(-c3ccc(OC)cc3)c2)nc2ccc(C)cn12	-2	-38	-2.5	7.0	-1	-38	0	15	-1	-5
Cc1occc1-c1nnc(SCC(=O)NCCc2ccccc2)n1C(C)c1ccccc1 (stereo not drawn)	-9	12	-0.6	10	1	-61	13	0	/	-1
NNC(=O)c1ccc(N2CCc3ccccc32)c([N+](=O)[O-])c1	5	0	0.8	-3.8	2	17	-3	-7	1	3
O=c1[nH]c(-c2ccccc2)nn1-c1ccc(Br)cc1Br	-1	20	0.4	2.6	-1	-13	-5	-5	2	-5
COc1ccc(-n2c(SCC(=O)Nc3ccc(NC(C)=O)cc3)nc3c([nH]c4ccccc43)c2=O)cc1OC	-13	-12	1.8	-3.2	-6	17	-3	0	2	3
Cc1ccc(-n2c(O)c(C=Nc3ccc4c(c3)OCO4)c3ccccc3c2=O)cc1C	-17	5	1.2	-1.2	-1	7	10	-3	-4	-2
Nc1ccc(NC2C[C@@H](C(=O)O)NC2=O)cc1 (stereo partly drawn)	4	10	-0.8	0.4	0	-3	2	3	-2	-4
O=C(Oc1ccccc1)N1CCN(c2ccc(F)cc2)CC1	3	-17	2.7	0.5	-6	-3	-4	3	-2	-3
CCCCN1CC2([N+](=O)[O-])C=CC(=O)C([N+](=O)[O-])(C1)C2CC(=O)c1ccccc1 (stereo not drawn)	-6	0	-1.2	-0.1	0	1	7	0	2	-1
Cc1ccccc1CN1CCC(C(=O)Nc2ccc(Oc3cccnc3)cc2)CC1	-5	-17	-2.2	-2.1	-3	12	0	1	-2	-6
